Screens (PubChem BioAssay)
GAA glycogen = GAA glycogen-cleavage inhibition or activation | AID 2100 | P10253 | recombinant GAA, glycogen substrate, Amplex Red glucose oxidase fluorescence | Potency, µM (top dose mostly 76.4 µM), inactives show at the highest dose activity change, negative = inhibition, actives largely listed as inhibitors | actives 0.38% (n = 300,000); active = well fitted inhibition curve with a large enough effect; inconclusive = small, poorly fitted or top-dose-only effect, or another doubt; inactive = no such curve, though single readings can be large or run the other way;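 note: 0% = full enzyme reaction and -100% = no-enzyme basal signal; the screen sought inhibitors and activators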
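Natural-substrate format: glycogen cleavage by 4 nM human enzyme, glucose read by Amplex Red coupling (Ex 573, Em 610 nm). Normalized to enzyme and no-enzyme controls.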
Active calls of the source: *; ? = inconclusive; [ ] = another dose, or the depositor's remark. Potency is the fitted concentration of half-maximal effect.

The opening two compounds (preview)
canonical_smiles | GAA glycogen
COc1ccc(NC(=O)c2ccc(NC3=NC4CS(=O)(=O)CC4S3)cc2)cc1 (stereo not drawn) | -7%[76.3 µM]
Cc1cccc(N/N=C/c2ccc(C)s2)c1 | -15%

The list itself, from the first entry:
canonical_smiles | GAA glycogen
COc1ccc(NC(=O)c2ccc(NC3=NC4CS(=O)(=O)CC4S3)cc2)cc1 (stereo not drawn) | -7%[76.3 µM]
Cc1cccc(N/N=C/c2ccc(C)s2)c1 | -15%
O=C(CNC(=O)c1ccc(Br)o1)NCc1ccccc1 | 2%[76.3 µM]
O=C(Cc1c(O)c2ccccc2oc1=O)c1ccc(C(F)(F)F)cc1 | -1%
CCOC(=O)c1c(C)oc2ncnc(Nc3cccc(C(F)(F)F)c3)c12 | 0%[76.3 µM]
Cc1c(OC(C)C(=O)NCCCN2CCOCC2)ccc2c3c(c(=O)oc12)CCC3 (stereo not drawn) | 2%[76.3 µM]
COCCNC(=O)/C(C#N)=C/c1c(N2CCN(C)CC2)nc2ccccn2c1=O | 3%
COc1cccc(OC)c1C(=O)NC(=O)Oc1c(F)cccc1F | 0%[76.3 µM]
CCOc1ccc(CCNC(=O)c2ccc3c(c2)N(Cc2ccccc2F)C(=O)c2ccccc2S3=O)cc1OCC (stereo not drawn) | -11%[76.3 µM]
O=C(CCN1C(=O)/C(=C\C=C\c2ccccc2)SC1=S)Nc1cccc(C(=O)O)c1 | -2%[76.3 µM]
CCOC(=O)c1c(NC(=O)c2ccc(S(=O)(=O)N(CC)CC)cc2)sc2c1CCCCC2 | -7%[76.3 µM]
Cc1ccc(-c2csc(NCCn3c(C(F)(F)F)nc4ccccc43)n2)cc1 | 10%[76.3 µM]
COC(=O)CCc1c(C)c(C(=O)c2cccc(OC)c2OC)c2ccccn12 | 1%
CCCCCC1CCC(C(=O)NCCN2CCOCC2)CC1 (stereo not drawn) | 7%
Cc1cccnc1NC(=O)C1CCCN1S(=O)(=O)c1ccc(Cl)cc1 (stereo not drawn) | 0%[76.3 µM]
CCC(CC)C(=O)Nc1cc(-c2nc3cccnc3s2)ccc1C | -3%[76.3 µM]
CC1=C(C(=O)OCc2ccccc2)C(c2ccccc2)NC(=O)N1 (stereo not drawn) | 1%[76.3 µM]
Cc1ccc(NC(=O)Cc2coc3c(C)c(C)ccc23)c(C)c1 | 2%[76.3 µM]
CCOC(=O)N1CCN(C(=O)c2ccc3c(c2)N(Cc2cc(C)ccc2C)C(=O)c2ccccc2S3=O)CC1 (stereo not drawn) | 13%[76.3 µM]
COc1ccc(CCNC(=O)c2cnc(Cl)c(Cl)c2)cc1 | 3%
Cc1cnc(C(=O)OCC(=O)c2ccc(Cl)cc2)cn1 | -2%[76.3 µM]
O=C(CCn1c(=O)c2cccn2c2cccnc21)Nc1ccccc1Br | -1%[76.3 µM]
COc1ccc(CCNC(=O)c2cccc(Br)c2)cc1OC | 3%[76.3 µM]
O=C(NCc1ccco1)c1ccc(Cn2c(SCc3ccccc3)nc3cccnc32)cc1 | -6%[76.3 µM]
O=C1COc2cc(S(=O)(=O)CCC(=O)N3CCN(c4ccccc4)CC3)c(Cl)cc2N1 | -4%[76.3 µM]
Cc1ccc2nc3c(cc(C(=O)NCCN4CCOCC4)c(=N)n3CCCN3CCOCC3)c(=O)n2c1 | -4%[76.3 µM]
Cc1cccc(OCCCCCN2CCOCC2)c1 | 21%[76.3 µM]
CC1=C(C(=O)Nc2cc(C)ccc2C)C2(CCCCCC2)OC1=O | -9%[76.3 µM]
COc1ccc(N2CCOCC2)c(NC(=O)c2ccc3c(c2)OCO3)c1 | 3%
CCc1ccccc1NC(=O)CSc1nc(C)c(C)o1 | -9%[76.3 µM]

Quoted at random: four entries already listed.
canonical_smiles | GAA glycogen
O=C1COc2cc(S(=O)(=O)CCC(=O)N3CCN(c4ccccc4)CC3)c(Cl)cc2N1 | -4%[76.3 µM]
CC1=C(C(=O)Nc2cc(C)ccc2C)C2(CCCCCC2)OC1=O | -9%[76.3 µM]
CC1=C(C(=O)OCc2ccccc2)C(c2ccccc2)NC(=O)N1 (stereo not drawn) | 1%[76.3 µM]
O=C(CCn1c(=O)c2cccn2c2cccnc21)Nc1ccccc1Br | -1%[76.3 µM]

(list continues)
canonical_smiles | GAA glycogen
CC(C)CNC(=O)COC(=O)c1ccc2c(c1)C(=O)N(Cc1ccco1)C2=O | -1%[76.3 µM]
COc1cccc(-c2ccc(NC(=O)C3CCCN(Cc4nccn4C)C3)cc2)c1 (stereo not drawn) | -10%[76.3 µM]
CC1(C)Oc2ccc(C(=O)Nc3ccccc3F)cc2N(CC(=O)N2CCOCC2)C1=O | 2%
CC(=O)c1cccc(CN2CCC(n3nccc3NC(=O)CCOc3ccccc3)CC2)c1 | -5%[76.3 µM]
COCCNC(=O)CSc1nc(-c2ccccc2)[nH]c1-c1ccc(C)cc1 | -20%[76.3 µM]
Cc1ccc(N=Cc2c(O)c3ccccc3n(C)c2=O)cc1 | 0%
COC(=O)CC(NC(=S)NC(=O)c1ccccc1)c1ccc(Br)cc1 (stereo not drawn) | -1%
Cc1ccc(Cl)cc1NC(=O)C(C)n1nc(-c2ccccc2)ccc1=O (stereo not drawn) | 11%[76.3 µM]
CCC1CCCCN1C(=O)c1nn(-c2ccc(OC)cc2)c(=O)c2c1c1ccccc1n2C (stereo not drawn) | -11%[76.3 µM]
Fc1ccccc1COc1ccc(C(=S)N2CCCC2)cc1 | -7%[76.3 µM]
C=CCOc1ccc(CN(C)C(=O)CN2C(=O)c3ccccc3C2=O)cc1 | 12%[76.3 µM]
COc1cccc(-n2c(=O)c3cc(OC)c(OC)cc3n(CC(=O)Nc3ccc(F)cc3)c2=O)c1 | 17%[76.3 µM]
Cc1[nH]c(=O)nc(SCc2cccc(Cl)c2)c1C#N | -8%
COc1cccc(NC(=O)C(Cc2ccccc2)NS(=O)(=O)c2ccc3c(c2)c(=O)n(C)c(=O)n3C)c1 (stereo not drawn) | 22%[76.3 µM]
CCOc1ccc(-c2nnc(SCC(=O)O)n2Cc2ccccc2)cc1 | -7%[76.3 µM]
CCCCN(C(=O)CCC(=O)Nc1cc(C)on1)C(C(=O)NC1CCCC1)c1ccc(F)cc1 (stereo not drawn) | -14%
Cn1c(SCC(N)=O)nnc1-c1ccc(S(=O)(=O)N2CCCC2)cc1 | 2%
C/C(N)=C(/C#N)C(=O)COC(=O)c1ccc(OCC2CCCO2)cc1 (stereo not drawn) | 12%[76.3 µM]
Nc1ccc2nc(SCC(=O)c3ccccc3)sc2c1 | -2%[76.3 µM]
CCOC(=O)c1ccc(NC(=O)c2ccc3c(c2)C(=O)N(CC2CCCO2)C3=O)cc1 (stereo not drawn) | -3%[76.3 µM]
CCCCCN(C(=O)CCC(=O)OCC(=O)N1C(C)CCCC1C)c1c(N)n(CCCC)c(=O)[nH]c1=O (stereo not drawn) | -10%[76.3 µM]
CC(=O)N1c2ccc(S(=O)(=O)NCCC(=O)NCc3ccc(N(C)C)cc3)cc2CC1C (stereo not drawn) | -7%[76.3 µM]
O=C(c1ccc(OC2CCN(Cc3ccc(C(F)(F)F)cc3)CC2)cc1)N1CCCCC1 | 1%[76.3 µM]
COc1ccccc1N1CCN(c2cc(C)nc3nc(-c4ccc(C)cc4)nn23)CC1 | -2%[76.3 µM]
Cc1cc(NC(=O)C(C)SCC(=O)OCC(=O)N(Cc2ccccc2)C(C)(C)C)no1 (stereo not drawn) | 1%[76.3 µM]
CCCCN(C)C(=O)C1CCCN(S(=O)(=O)c2ccc3c(c2)CC(C)N3C(=O)C2CC2)C1 (stereo not drawn) | -7%[76.3 µM]
COC(=O)/C(C#N)=C/c1c(N2CCN(c3cccc(Cl)c3)CC2)nc2c(C)cccn2c1=O | -1%
OCCC1CN(Cc2cc3ccccc3o2)CCN1Cc1ccc(F)cc1 (stereo not drawn) | 0%[76.3 µM]
COC(=O)c1cccc(N/C=C(\[N+](=O)[O-])S(=O)(=O)c2ccccc2)c1 | 4%
CC1=C(C(=O)OCc2ccccc2)C(c2ccc(Cl)cc2)NC(=O)N1C (stereo not drawn) | -6%[76.3 µM]

As entered above:
Entry for C/C(N)=C(/C#N)C(=O)COC(=O)c1ccc(OCC2CCCO2)cc1 (stereo not drawn) under GAA glycogen: 12%[76.3 µM]
Entry for CCOc1ccc(CCNC(=O)c2ccc3c(c2)N(Cc2ccccc2F)C(=O)c2ccccc2S3=O)cc1OCC (stereo not drawn) under GAA glycogen: -11%[76.3 µM]
Entry for CCc1ccccc1NC(=O)CSc1nc(C)c(C)o1 under GAA glycogen: -9%[76.3 µM]
Entry for CC(=O)N1c2ccc(S(=O)(=O)NCCC(=O)NCc3ccc(N(C)C)cc3)cc2CC1C (stereo not drawn) under GAA glycogen: -7%[76.3 µM]

Additional records follow:
canonical_smiles | GAA glycogen
Cc1cccc(C)c1NC(=O)Cn1c(=O)n(CCC(=O)NCc2ccc3c(c2)OCO3)c(=O)c2sccc21 | -2%[76.3 µM]
COc1ccccc1C(=O)N1C(CC(=O)Nc2ccc(C)c(C)c2)C(=O)NC2CCCCC21 (stereo not drawn) | -13%[76.3 µM]
Cc1cc(CN2CCN(c3cccc(C)c3C)CC2)cs1 | -6%[76.3 µM]
COc1cc(OC)cc(C(=O)OCC(=O)N(C)c2ccccc2)c1 | -2%
CC1=C(C(=O)OCC2CCCCC2)C(c2cccc(O)c2)NC(=O)N1 (stereo not drawn) | -12%
CC#CCN(Cc1ccco1)C(=O)c1ccc(OC2CCN(Cc3ccccn3)CC2)cc1 | -8%[76.3 µM]
Cc1ccc(NC(=O)N2C3CCCC2CC(NC(=O)C(C)(C)C)C3)cc1 (stereo not drawn) | -22%[76.3 µM]
COc1ccc2oc(C(=O)NC3CCCCC3)c(C)c2c1 | 1%[76.3 µM]
CC1CC(C)CN(C(=O)c2cc3c(=O)n4ccccc4nc3s2)C1 (stereo not drawn) | 5%
C=CCC(=O)NC1CCCc2c1cnn2-c1cc(F)cc(F)c1 (stereo not drawn) | -3%[76.3 µM]
COc1ccc(Br)cc1CNC(=O)Cn1c(=O)c2cccn2c2ccc(F)cc21 | 19%[76.3 µM]
COC(=O)[C@H](Cc1c[nH]c2ccccc12)NC(=O)NCc1ccc(OC)c(OC)c1 | 7%
COc1ccc(CC(=O)Oc2ccc(C)cc2Br)cc1OC | 6%[76.3 µM]
CN(C)C(CNc1ncnc2ccccc12)c1c(F)cccc1Cl (stereo not drawn) | 4%[76.3 µM]
COP(=O)(OC)c1nc(-c2ccc(C)cc2)oc1N1CCCCC1 | 2%
COc1ccccc1/C=C/CN1CCNC(=O)C1CC(=O)NCCc1cnccn1 (stereo not drawn) | -3%[76.3 µM]
COCCNC(=O)c1cccc2c1-c1ccccc1C2=O | 4%
CC(=O)c1ccc(OCc2cc(C(=O)NCCn3nc(C)cc3C)no2)cc1 | -8%[76.3 µM]
O=C(NNC(=S)NCC1CCCO1)c1cc(Br)ccc1Cl (stereo not drawn) | 3%[76.3 µM]
O=C1c2cccnc2C(=O)N1Cc1ccc(S(=O)(=O)NCc2ccco2)cc1 | -2%[76.3 µM]
CCOC(=O)c1sc(NC(=O)c2ccoc2C)c(C(N)=O)c1C | 1%[76.3 µM]
CC(C)CCNC(=O)c1nn(C)c2c1CSc1ccccc1-2 | 10%[76.3 µM]
COc1cc(/C=N/NC(=O)CCN2CCN(C)CC2)cc2c1OCO2 | -5%[76.3 µM]
CN(CC(=O)Nc1ccc(F)cc1F)S(=O)(=O)c1cccc2nsnc12 | -6%[76.3 µM]
Cc1cc(O)c(C(=O)/C=C/c2ccc(C(C)C)cc2)c(=O)o1 | -1%
CSCCC(NC(=O)c1ccc([N+](=O)[O-])cc1Cl)C(=O)OC1CCCCC1=O (stereo not drawn) | -4%[76.3 µM]
O=C(NCc1ccccc1)C(=O)NCC1OCCCN1S(=O)(=O)c1cccs1 (stereo not drawn) | -8%[76.3 µM]
CCOC(CNC(=O)CN1C(=O)COc2ccc(S(=O)(=O)N3CC(C)CC(C)C3)cc21)OCC (stereo not drawn) | 13%[76.3 µM]
C#CCn1c(O)c(N=NC(=O)CNC(=O)/C=C/c2ccccc2)c2ccccc21 | 5%
Cc1ccc(C2Nc3cccc4cccc(c34)N2)cc1 | 1%[76.3 µM]
NS(=O)(=O)c1ccc(CCNC(=O)CNC(=O)COc2ccccc2)cc1 | -4%
COc1cccc(CN2CCc3ccc(NC(=O)CCc4ccc(C)cc4)cc3C2)c1O | ?
COc1cc(NC(=O)C(NC(=O)C2CCC(C)CC2)C(C)C)cc(OC)c1OC (stereo not drawn) | -3%[76.3 µM]
CCN(C(=O)c1cc2c(s1)-c1ccccc1S(=O)(=O)C2)c1cc(OC)ccc1OC | 7%[76.3 µM]
Cc1cc(O)c(C=Nc2ccc(N3CCOCC3)cc2)c(C)c1Cl | -2%[76.3 µM]
Cc1cccc(NC(=O)Nc2c(C)n(C)n(-c3ccccc3)c2=O)c1C | -1%[76.3 µM]
COc1ccc(-c2csc(-n3ncc(C(=O)O)c3C(F)(F)F)n2)cc1 | 5%
CCOCCCN(C)C1CCN(S(=O)(=O)c2csc(C(N)=O)c2)CC1 | 1%[76.3 µM]
COc1ccc(C(=O)N/N=C\c2coc3ccc(Cl)cc3c2=O)cc1 | -15%[76.3 µM]
O=C(Nc1cccc(-c2nc3ccccc3[nH]2)c1)c1ccccn1 | -1%[76.3 µM]
COc1ccccc1CN1CCCC(N2CCN(c3ccccc3OC)CC2)C1 (stereo not drawn) | -1%[76.3 µM]

Some of the compounds tested, so the mix of outcomes need not match the whole.
